Screens from PubChem BioAssay.
Insulin prom inh: TRM-6 insulin promoter activity inhibition; TRM-6 cells (human fetal islet line), insulin promoter-eGFP reporter, imaging; reporter expression induced with tamoxifen; inhibition, % at 2 µM; hit rate 0.9% among 130,000; AID 1273;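 active = inhibition above the mean plus 3 SD, with well images judged a real hit on visual review, cut at about 60% in these data, passing the limit was not always enough; inconclusive = inhibition over the cutoff but images rejected on review; inactive = inhibition not above the cutoff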
SDO1 yeast rescue: restores growth of sdo1-depleted yeast; hit rate 0.21% among 140,000; AID 817; z-score at 10 µM; S. cerevisiae sdo1-depleted JHY4D growth rescue, OD600 30 h; active compounds read high; pdr5 snq2 efflux-pump mutant strain;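 active = z-score above 3 at both the 24 hr and the 30 hr optical density reads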;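 note: z-score against mean and SD of all compound wells on the same plate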
SDO1 yeast rescue Rescue 24 h: second read-out of SDO1 yeast rescue, no call of its own (marks repeat the call); z-score; S. cerevisiae sdo1-depleted JHY4D growth rescue, OD600; measured here: growth rescue at 24 h;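 0 is the plate mean of compound wells and units are plate SD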
* hit, by the source's call; ? = inconclusive; nt = no result given; & = joins results of further samples. An excerpt; count on the stated rates, not on these rows.

SMILES	Insulin prom inh	SDO1 yeast rescue	SDO1 yeast rescue Rescue 24 h
O=C1N2CCSC2=NC1(NS(=O)(=O)c1ccccc1)C(F)(F)F (stereo not drawn)	nt	0.57	0.34
COc1ccc(-c2cc(N3C(=O)Nc4ccccc4N3O)n[nH]2)cc1	nt	0.44	-0.34
COc1cc(/C=N/n2nnnc2N)ccc1OCc1c(C)no[n+]1[O-]	-25	0.3	0.11
CCN(CC)S(=O)(=O)c1cc(F)ccc1OC	-38	1.3	1.6
COc1cc(NC(=O)c2cccc(Cl)c2)c(OC)cc1NC(=O)CN1CCCCC1	0	nt	nt
O=C(c1cnn2c(C(F)F)cc(-c3ccccc3)nc12)N1CCOCC1	24	1.8	1.8
CCOC(=O)N1CCC(Nc2c(NCCCN3CCN(C4CCCCC4)CC3)c(=O)c2=O)CC1	8	nt	nt
Cc1noc(C)c1CSc1nnc2c(C)cc3ccccc3n12	-9	nt	nt
CC(=O)C1=C(C)NC(=O)CC1c1ccc(F)cc1 (stereo not drawn)	31	nt	nt
Cc1ccc(CN2CC34C=CC(O3)C(C(=O)NCc3ccco3)C4C2=O)cc1 (stereo not drawn)	-7	-0.17	-0.37
CCOC(=O)C(Cc1ccccc1)NC(=O)CCc1c(C)nc2nc(C)nn2c1C (stereo not drawn)	-21	0.88	0.28
CCn1c(SCC(=O)NC(C)c2ccccc2)nc2ccccc21 (stereo not drawn)	6	0.18	0.49
COc1cc(C(=O)N2CCCC(c3nc(-c4cccs4)no3)C2)cc(OC)c1OC (stereo not drawn)	21	0.49	0.36
COc1ccc(NCC(=O)N/N=C/C=C/c2ccccc2[N+](=O)[O-])cc1	55	nt	nt
Cc1ccc(CN2CCN(Cc3ccccc3C(F)(F)F)CC2)cc1	-15	-0.09	-0.35
Cc1ccccc1CN1CCN(C/C=C/c2ccccc2)CC1	-16	0.46	-0.55
COc1ccc(CN(Cc2cc3cc(OC)c(OC)cc3[nH]c2=O)C(=O)NC2CCCCC2)cc1	16	0.62	0.82
O=C(NC(=S)Nc1ccc(N2CCCCC2)cc1)c1ccco1	-10	-0.76	-0.89
COCc1cc(C)nc2sc(C(=O)N3CCCCC3)c(N)c12	-37	0.09	0.18
CCC(c1nnnn1C(C)(C)C)N1CCN(C2CCCC2)CC1 (stereo not drawn)	-7	0.75	0.8
O=c1[nH]c2ccc(NS(=O)(=O)c3ccc([N+](=O)[O-])cc3)cc2[nH]1	22	nt	nt
COc1ccc(CCNC(=O)/C(=C/c2cccnc2)NC(=O)c2ccccc2)cc1	nt	0.91	1.1
COC(=O)CSc1nnc2n(C3CCCCC3)c(=O)c3c4c(sc3n12)CCCC4	-7	-2	-1.6
C=CCNC(=S)NNc1nc2c(c(=O)[nH]1)C1(CCCC1)Cc1ccccc1-2	10	0.81	0.34
CCCC(=O)Nc1nnc(SCC(=O)Nc2ccc3c(c2)OCO3)s1	nt	0.64	0.89

3 compounds already listed, sorted by the value under Insulin prom inh, largest number first.
SMILES	Insulin prom inh	SDO1 yeast rescue	SDO1 yeast rescue Rescue 24 h
COc1ccc(CN(Cc2cc3cc(OC)c(OC)cc3[nH]c2=O)C(=O)NC2CCCCC2)cc1	16	0.62	0.82
COC(=O)CSc1nnc2n(C3CCCCC3)c(=O)c3c4c(sc3n12)CCCC4	-7	-2	-1.6
CCN(CC)S(=O)(=O)c1cc(F)ccc1OC	-38	1.3	1.6

Next structures follow:
SMILES	Insulin prom inh	SDO1 yeast rescue	SDO1 yeast rescue Rescue 24 h
Cc1c(Cl)cccc1Nc1nc(N)nc(CSCCO)n1	16	0.92	1.9
Cn1nc([N+](=O)[O-])nc1N1CCN(c2ccc(F)cc2)CC1	10	1.4	0.36
CCCOC(=O)C1=C(C)OC23OC(N)=C(C#N)C12C(=O)c1ccccc13 (stereo not drawn)	12	0.25	-0.55
O=C(NC1CCCC1)C(c1ccncc1)N(Cc1ccccc1)C(=O)c1ccc(-c2ccccc2)[nH]1 (stereo not drawn)	-37	-0.87	-0.41
O=C(NC1CCCC1)c1cccc(S(=O)(=O)N2CCCCC2)c1	-54	-0.2	-0.24
O=C(Nc1ccc2ccccc2c1)Nc1ccc2snnc2c1	28	1.1	0.04
CC1(C)N=C(SCC(=O)Nc2ccc(Cl)cc2Cl)C(c2ccccc2)=N1	-62	-0.88	0.03
Cc1c(C(=O)Nc2ccc(Cl)cn2)oc2ccccc12	8	-0.52	-0.34
C=CCNC(=O)c1snnc1-c1ccccc1	-193	0.41	0.24
Cn1cccc1/C=C(/C#N)c1ccc(F)cc1	-438	nt	nt
CC1CCCN(C(=O)C(C)Nc2cc(Cl)ccc2N2CCOCC2)C1 (stereo not drawn)	-67	nt	nt
CC(C)(C)C(=O)c1sc2nc(-c3cccs3)cc(C(F)(F)F)c2c1N	-36	-0.87	-0.68
N#C/C(=C(/O)c1ccc(F)cc1)c1nc2ccccc2s1	40	nt	nt
CC1(C)OC2OC(COC(=O)c3ccc([N+](=O)[O-])cc3)C3OC(C)(C)OC3C2O1 (stereo not drawn)	-7	0.92	1.2
O=C(O)c1cc2nc(-c3ccccc3)cc(C(F)(F)F)n2n1	0	0.26	-1.4
Cc1ccc(OCc2ccc(C(=O)Nc3nc4ccccc4n3C)o2)c([N+](=O)[O-])c1	-7	-0.46	-0.09
CCOC(=O)N1C=CC=C[C@@H]2[C@@H](N3C(=O)c4ccccc4C3=O)C(=O)N21	-13	0.54	0.26
COc1ccc(NS(=O)(=O)c2cc(NC(=O)c3cnc(C)cn3)ccc2N2CCCC2)cc1	-1	-1.1	-1.1
COc1ccc(C2C(C(=O)c3ccccc3)=C(C)Nc3nc4ccccc4n32)cc1OC (stereo not drawn)	-10	-0.52	0.69
O=C(CSc1ncnc2c1oc1ccccc12)Nc1ccccc1F	nt	0.18	3
CC(C)N1C(=O)CC2(CC[N+](C)(CCOC(=O)C(c3ccccc3)c3ccccc3)CC2)C1=O (stereo not drawn)	20	1.2	0.02
Cc1cc(C)nc(Nc2ncc(O)n2-c2ccc(C)c(C)c2)n1	-22	5.9*	11*
CCS(=O)(=O)N1CCN(C(=O)CCC2CCCC2)CC1	-21	1.1	0.84
COc1ccc(-n2c3c(cc(C(=O)Nc4ccc5c(c4)C(=O)NC5=O)c2=O)C(=O)CCC3)cc1	-38	nt	nt
Cc1ccc(NC(=O)COc2ccc(/C=C3/SC(=Nc4ccccc4)N(Cc4cccnc4)C3=O)cc2)cc1	-15	-0.39	1.4

Next part:
SMILES	Insulin prom inh	SDO1 yeast rescue	SDO1 yeast rescue Rescue 24 h
CCCSC1=C(C#N)C(c2ccc(O)c(OC)c2)CC(=O)N1 (stereo not drawn)	nt	0.77	-0.23
CCOC(=O)c1nn(-c2ccccc2)c(=O)cc1SC(C)C	-43	0.38	0.18
Nc1cc(=O)[nH]c(SCC(=O)Nc2ccc(F)c(Cl)c2)n1	0	0.98	0.33
CSc1cccc(NC(=S)N(CCCN2CCCC(C)C2)Cc2cccs2)c1 (stereo not drawn)	-40	nt	nt
CCN(CC)C(=O)CSC1=C(C#N)C(c2cccs2)C=C(C)N1 (stereo not drawn)	nt	-1.5	-0.7
COc1ccc(C)cc1NC(=O)NC(C)c1ccncc1 (stereo not drawn)	-5	nt	nt
CCOC(=O)C(C)n1cnc2c(cnn2-c2ccc(Cl)cc2)c1=O (stereo not drawn)	0	1.7	1
Cn1c(C(=O)N2CCN(C(=O)c3ccco3)CC2)cc2c(=O)n3ccccc3nc21	?	0.5	0.16
CCOC(=O)c1sc(NS(=O)(=O)c2ccccc2)nc1C	0	0.27	2.4
Cc1c(C(=O)Nc2nc3ccccc3[nH]2)oc2ccc(Br)cc12	nt	-0.74	0.04
COc1ccc(N(C)S(=O)(=O)c2cccc(C(=O)NCC3CCCO3)c2)cc1 (stereo not drawn)	-27	0.19	-0.28
COc1cc(SC)ccc1C(=O)Nc1ncc(C)s1	7	nt	nt
COc1ccccc1C1=NOC(Cn2c(=O)c3c(ncn3C)n(C)c2=O)C1 (stereo not drawn)	nt	0.9	0.28
Cc1ccc(C)c(NC(=O)c2ccccc2NS(=O)(=O)c2cc([N+](=O)[O-])ccc2C)c1	19	-1	-1
COc1ccc(C2CC(=O)N3CN(c4ccc(C)c(Cl)c4)CSC3=C2C#N)cc1 (stereo not drawn)	nt	0.55	0.88
O=C1CC(C(=O)Nc2nccs2)C(c2ccccc2)O1 (stereo not drawn)	nt	0.83	0.36
COc1cccc2c1OC1(C)CC2NC(=O)N1c1cccc(C(=O)N2CCN(c3ccccc3)CC2)c1 (stereo not drawn)	15	nt	nt
Cc1nnc(SCCC(=O)Nc2nc(-c3ccccc3)ns2)s1	31	-1.6	-1.1
N#CC1=C(S)N(c2ccccc2)C(c2ccc(-c3cc(Cl)ccc3Cl)o2)NC1=O (stereo not drawn)	-15	-0.68	-0.4
CCOc1ccccc1C1CC(c2cccc(NS(C)(=O)=O)c2)=NN1C(=O)c1ccccc1 (stereo not drawn)	-6	-0.43	-0.52
COc1ccccc1N1CCN(C(=O)c2ccc3nc[nH]c3c2)CC1	-19	0.68	0.06
c1ccc2c(C3=NNC(=NC4CC4)SC3)c[nH]c2c1	-8	-1	-1
CS(=O)(=O)n1nc(-c2cccnc2)nc1NCc1ccccc1	50	nt	nt
CC(C(=O)N1CCOCC1)N1C(=O)c2ccccc2C1=O (stereo not drawn)	-282	0.48	-0.34
CNc1nc(-c2ccc3c(c2)CCN3C(=O)CC(C)(C)C)c(C)s1	31	nt	nt

The list goes on.
SMILES	Insulin prom inh	SDO1 yeast rescue	SDO1 yeast rescue Rescue 24 h
CCOC(=O)N1CCC(NC(=O)c2cnn3cccnc23)CC1	61	-0.27	-0.98
COc1ccc(N(CC(=O)Nc2ccc3c(c2)OCO3)S(=O)(=O)c2c(C)nn(C)c2C)cc1	nt	0.01	-0.69
O=C(O)CCNC(=O)C12CC3CC(CC(C3)C1)C2	18	nt	nt
O=C(CCc1ccccc1)Nc1ccc2ccccc2n1	-82	nt	nt
CC(C)C(NC(=O)c1ccccc1)C(=O)NCc1ccccn1 (stereo not drawn)	-31	0.87	0.54
CC(=O)Nc1ccc(C(=O)CS(=O)(=O)c2ccc(C)cc2)cc1	19	0.06	0.1
O=C(O)c1csc(N/N=C/c2ccc(Br)cc2)n1	0	nt	nt
O=S(=O)(O)C1CCNCC1	14	0.73	0.43
O=C(Nc1cccnc1)c1ccccc1-c1nc(-c2ccccc2F)no1	19	-0.93	-1.3
Cn1c(C2CCCN2C(=O)OC(C)(C)C)n[nH]c1=S (stereo not drawn)	7	0.65	0.51
Cc1ccc(NC(=O)N2CCC(C(=O)Nc3ccc(C)cc3C)CC2)cc1	43	-1.7	-1.6
O=C(NCc1ccc2c(c1)OCO2)c1cnc2n(c1=O)CCS2	nt	0.44	0.75
CCOC(=O)C1CCN(c2cc(=O)n(-c3ccccc3Cl)c(=O)[nH]2)CC1	0	0.36	-0.56
Clc1ccc(-c2ccc(/C=N/Nc3cc(N4CCOCC4)nc(N4CCOCC4)n3)o2)cc1	-11	-1	-0.46
Cc1ccc(/C=C/C(=O)Nc2cc(=O)n(C)c(=O)n2C)o1	-9	-0.64	-0.63
O=C(O)c1ccc(CSc2nnnn2C2CCCCC2)cc1	-38	0.16	-0.2
Cc1cc(C)nc(SCC(=O)NC2=NC(=O)C(C)S2)n1 (stereo not drawn)	7	1.3	0.54
Cc1nn(C(=O)c2ccco2)c(C)c1Sc1ccc([N+](=O)[O-])cc1	nt	0.01	0.23
COc1cc(NC(=O)c2ccc(Br)o2)c(C(=O)O)cc1OC	-14	1.4	0.17
Cc1ccc(NC(=S)NNC(=O)c2ccco2)cc1	-9	1.8	3.7
O=C(NC(Cc1c[nH]c2ccccc12)C(=O)O)/C(=C/c1ccc2c(c1)OCO2)NC(=O)c1ccccc1 (stereo not drawn)	73*	nt	nt
Fc1ccccc1OCCCCSc1ncccn1	23	0.27&0.97	0.42&1.1
CC(=O)c1ccc(C#CC(C)(C)O)s1	nt	-0.15	-1.1
CC1CCCN(Cc2csc(N)n2)C1 (stereo not drawn)	27	nt	nt
CCn1ncc(C(=O)Nc2ccccc2C)c1C	-367	-0.34	-0.85

Later entries:
SMILES	Insulin prom inh	SDO1 yeast rescue	SDO1 yeast rescue Rescue 24 h
Cc1ccc(-c2cc(C(=O)NCc3ccc4c(c3)OCO4)no2)cc1	-288	-0.05	0.31
C=CCn1c(C)cc(C(=O)CSc2nc3ccccc3o2)c1C	17	-3	-2
CC1CCCCC1NC(=S)Nc1ccc(Cl)cc1Cl (stereo not drawn)	5	nt	nt
Cc1[nH]c2ccccc2c1C(c1ccncc1)N1CCC(C)CC1 (stereo not drawn)	11	nt	nt
Cc1cccc(NC(=O)C2CCN(S(=O)(=O)c3c(C)noc3/C=C/c3ccco3)CC2)n1	12	-0.42	-0.27
CC(=O)CSc1ncnc2sc3c(c12)CCCC3	-182	nt	nt

Fetched by structure from the list above, 2 records:
SMILES	Insulin prom inh	SDO1 yeast rescue	SDO1 yeast rescue Rescue 24 h
Cc1ccc(-c2cc(C(=O)NCc3ccc4c(c3)OCO4)no2)cc1	-288	-0.05	0.31
CC1CCCCC1NC(=S)Nc1ccc(Cl)cc1Cl (stereo not drawn)	5	nt	nt

Entries of single compounds, looked up by structure:
Cc1ccc(-c2cc(C(=O)NCc3ccc4c(c3)OCO4)no2)cc1 is listed as Insulin prom inh: -288; SDO1 yeast rescue: -0.05; SDO1 yeast rescue Rescue 24 h: 0.31
CC1CCCCC1NC(=S)Nc1ccc(Cl)cc1Cl (stereo not drawn) is listed as Insulin prom inh: 5; SDO1 yeast rescue: nt; SDO1 yeast rescue Rescue 24 h: nt
